High-throughput results deposited in PubChem BioAssay by several laboratories.
m-calpain inh: inhibitors of pig calpain II, primary screen, biochemical, fluorogenic peptide substrate, 1536-well. purified calpain II, 30 min. inhibition, % at 16 µM. actives 0.37% (n = 220,000);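 active = inhibition above about 50%, limit read from the data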
EBV gp42 inh: Epstein-Barr virus gp42 inhibitors, primary screen, biochemical, uHTS, fluorescence polarization | Glycoprotein 42 (Epstein-Barr virus (strain AG876)), Q1HVG2 | Fluorescence polarization binding assay, mP read-out | inhibition, % (tested at 21.74 µM) | actives 0.42% (n = 220,000) | AID 1085, 2008; in the data active = inhibition above about 50%
p47phox inh: p47phox/p22phox peptide binding inhibitors, primary screen, biochemical, uHTS, NADPH oxidase regulatory subunit | inhibition, % at 24.7 µM | actives 0.53% (n = 220,000) | fluorescence polarization, 2 h | Neutrophil cytosol factor 1 (Homo sapiens), P14598 | AID 1274, 2008;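 active = inhibition above about 30%, limit read from the data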;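 note: 0% = p47phox with labelled peptide and 100% = labelled peptide alone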
Target sequence (P14598 whole entry, looked up): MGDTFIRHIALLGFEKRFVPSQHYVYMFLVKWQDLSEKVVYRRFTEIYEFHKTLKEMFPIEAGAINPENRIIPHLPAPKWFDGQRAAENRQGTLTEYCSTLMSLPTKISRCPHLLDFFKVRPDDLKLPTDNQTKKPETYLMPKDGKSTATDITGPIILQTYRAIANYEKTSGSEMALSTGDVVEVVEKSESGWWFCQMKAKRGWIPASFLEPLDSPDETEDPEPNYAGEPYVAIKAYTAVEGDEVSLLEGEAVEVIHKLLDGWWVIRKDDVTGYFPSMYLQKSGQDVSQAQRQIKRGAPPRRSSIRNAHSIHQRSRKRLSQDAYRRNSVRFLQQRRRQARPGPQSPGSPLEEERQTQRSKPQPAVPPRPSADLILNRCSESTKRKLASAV
p97 ATPase inh: inhibitors of human p97 ATPase, primary screen, biochemical. recombinant p97 ATPase, Kinase-Glo ATP luminescence, 3 h. inhibition, % at 8 µM. actives 0.42% (n = 220,000). AID 1481, 2009; in the data active = inhibition above about 15%;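 note: 0% = DMSO vehicle and 100% = wells lacking enzyme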
Furin inh: human furin inhibitors, primary screen, biochemical, fluorescence intensity. P09958. purified furin, fluorogenic substrate cleavage. inhibition, % at 30 µM. actives 0.061% (n = 220,000). AID 463115, 2010; in the data active = inhibition above about 25%; note: inactives centre near -15
Target sequence (P09958 108-714 limits assumed): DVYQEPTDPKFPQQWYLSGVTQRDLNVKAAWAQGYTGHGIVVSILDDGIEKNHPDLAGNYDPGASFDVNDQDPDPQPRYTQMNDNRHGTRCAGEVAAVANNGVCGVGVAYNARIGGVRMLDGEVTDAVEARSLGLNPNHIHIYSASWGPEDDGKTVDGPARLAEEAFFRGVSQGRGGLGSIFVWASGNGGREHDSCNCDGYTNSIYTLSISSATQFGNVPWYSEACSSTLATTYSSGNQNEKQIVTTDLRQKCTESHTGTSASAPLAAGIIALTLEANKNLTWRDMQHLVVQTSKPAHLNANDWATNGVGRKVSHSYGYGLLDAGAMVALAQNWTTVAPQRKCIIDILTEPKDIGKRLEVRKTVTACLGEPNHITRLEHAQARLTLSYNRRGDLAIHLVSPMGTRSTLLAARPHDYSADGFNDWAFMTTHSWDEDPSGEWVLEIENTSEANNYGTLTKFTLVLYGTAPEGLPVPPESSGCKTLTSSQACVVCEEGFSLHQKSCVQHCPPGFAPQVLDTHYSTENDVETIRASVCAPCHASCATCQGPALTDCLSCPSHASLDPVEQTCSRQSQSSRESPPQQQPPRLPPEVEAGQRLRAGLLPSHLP
Runt-CBFb FRET: inhibitors of RUNX1 Runt–CBFb binding, primary screen, biochemical, FRET, Cerulean-Runt, Venus-CBFb, uHTS. Runt-related transcription factor 1 (Homo sapiens) + Core-binding factor subunit beta …. inhibition, % at 20 µM. Cerulean-Runt/Venus-CBFb FRET ratio 530/480, 1 h. actives 0.46% (n = 220,000);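 active = inhibition over about 50% at 20 µM in the single-dose screen, limit read from the data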;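 note: 0% = DMSO wells and 100% = excess unlabeled CBFb competitor control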
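test system = Cerulean-tagged RUNX1 Runt domain (FRET donor) fusion protein | reagent = Venus-CBFb binding partner, 100 nM | incubation = protein complex preformed 1 h, compound exposure 1 h, room temperature, dark | detection = FRET fluorescence | read-out basis = loss of energy transfer signal | controls = 5 µM unlabeled CBFb as full-inhibition high control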
TbHK1 inh: Trypanosoma brucei hexokinase 1 inhibitors, primary screen, biochemical, G6PDH-coupled NADH absorbance, MLSCN library; inhibition, % at 10 µM; hexokinase 1 [Trypanosoma brucei]; actives 0.11% (n = 220,000); recombinant TbHK1, G6PDH-coupled NADH A340;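 active = inhibition of 50% or more in the single-dose primary screen; inactive = inhibition below 50%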
Runt-SMMHC FRET: inhibitors of RUNX1 Runt–CBFb-SMMHC binding, primary screen, biochemical, FRET, Cerulean-Runt, Venus-CBFb-SMMHC, uHTS | Runt-related transcription factor 1 (Homo sapiens) + Core-binding factor subunit beta … | Cerulean-Runt/Venus-CBFb-SMMHC FRET ratio 530/480, 1 h | inhibition, % at 20 µM | actives 0.74% (n = 220,000) | AID 1434, 2008;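 active = mean inhibition across duplicate retests at 20 µM reaching about 50%, limit read from the data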;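 note: 0% = DMSO wells and 100% = wells with excess untagged CBFb-SMMHC; inhibitors lower the FRET ratio by blocking Runt binding to CBFb-SMMHC; some results filed as inactive read as strong as hits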
RBBP9 inh: human RBBP9 inhibitors, primary screen, biochemical, fluorescence polarization, FP-Rh probe, HTS | Serine hydrolase RBBP9 (Homo sapiens), O75884 | recombinant RBBP9 | inhibition, % at 7.94 µM | actives 0.2% (n = 220,000);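 active = inhibition above the campaign mean of all tested compounds plus 3 SD, cut at about 14% in these data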;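 note: plate controls were DMSO wells with RBBP9 for no effect and wells lacking RBBP9 protein for full effect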
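Measured by – fluorescence polarization · Test system – RBBP9 protein · Input – 2.5 µM RBBP9 dispensing solution, before mixing · Measure – percent inhibition from mP, scaled between DMSO and no-protein wells · Benchmarks – DMSO-treated enzyme wells and wells lacking RBBP9 · Times – preincubation 30 min plus labeling 45 min at 25 °C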
An asterisk follows results filed as active; i = inactive; x = no result given; [ ] = remark or other dose.

Values run as follows: Furin inh	RBBP9 inh	m-calpain inh	Runt-SMMHC FRET	TbHK1 inh	EBV gp42 inh	p47phox inh	p97 ATPase inh	Runt-CBFb FRET
COCc1c(C(=O)OCC(=O)NCCN2C(=O)CSC2=O)oc2ccccc12
    -4	0	25	0	1	-4	-1	-4	1
S=c1[nH]cc(-c2ccccc2)n1-c1cccc(Cl)c1
    -21	-3	10	30	1	-13	9	0	17
Cc1cccc(C)c1NC(=O)c1cc(S(=O)(=O)N2CCOCC2)ccc1F
    -19[20 µM]	-3	-14	-5	2	-9	-14	-1	-1
COc1ccc(OC)c(NC(=S)NCc2cccs2)c1
    -8	-2	6	2	-4	-9	0	1	0
CCCNC(=O)Cn1nc(C(F)(F)F)c2c1CCC2
    -24	2	-35	x	1	-12	-7	1	x
CCCCNC(=O)Nc1nc2ccc(CC)cc2s1
    -17	-5	14	1	0	6	-3	0	-2
CC(C)S(=O)(=O)C1=NSC2=NC(=O)/C(=C\c3ccc(-c4cccc(C(=O)O)c4)o3)C(=N)N21
    -11	-10	-27	66	-8	-64	-37	13	60*
CCN(Cc1ccccc1)S(=O)(=O)c1ccc(OC)c2ncccc12
    -4	2	4	-2	-10	-10	-6	2	-2
Cc1nc2ccc(NS(=O)(=O)c3ccc4c(c3)OCCO4)cc2s1
    -10[20 µM]	1	-1	-1	-12	12	-23	2	0
C/C(=C\C(=O)c1ccccc1)NCc1ccc(F)cc1
    -14[20 µM]	-7	0	-11	-13	-16	-4	-7	0
NS(=O)(=O)c1ccc(NC(=S)NCc2ccccc2Cl)cc1
    -14	-2	29	-1	1	-18	-39	-2	3
S=C(NC1CCCCC1)N(CCc1nc2ccccc2[nH]1)C1CCCC1
    -19[20 µM]	3	37	-2	-5	-1	-7	-3	0
CCc1ccccc1NC(=S)N1CCN(c2ccccn2)CC1
    -7	4	-7	7	0	8	-10	0	-1
Cc1cc(C(=O)Cn2ncc(Cl)c(Cl)c2=O)c(C)n1CC(F)(F)F
    -12	-13	-8	-5	-3	-11	-13	-7	-1
CCCCc1c(C)nc2ccc(Br)cc2c1SCCC#N
    -6	-10	-27	3	-1	16	1	-11	-5
Cc1occc1C(=O)Nc1nnc(-c2cccs2)s1
    -17	-4	-52	1	-17	-14	-22	6	0
COc1cc2[nH]c(=S)n(Cc3ccc(F)cc3)c(=O)c2cc1OC
    -27	5	2	3	-11	-7	11	1	-2
CCOC(=O)C1=C(C)NC(SCC(=O)O)=NC1c1ccccc1 (stereo not given)
    -15	-14	-11	3	-19	-29	-8	3	-1
Cn1c(O)c(C=Nc2ccc(N3CCOCC3)cc2)c(=O)n(C)c1=S
    -3	-9	13	-160	-1	112*	-6	-5	-64
COC(=O)c1n[nH]c2ccccc12
    -26	-6	-2	7	-3	-14	-2	-4	0
COCCCn1c(SCc2cc(=O)[nH]c3ccccc23)nnc1-c1ccco1
    -26	-2	-11	2	-11	-6	-10	-1	1
Cc1ccc(CN2C(=O)NC(Cc3c[nH]c4ccccc34)C2=O)cc1 (stereo not given)
    -10	-3	12	-2	-6	-23	-8	4	1
C/C(N)=C(/C#N)C(=O)COC(=O)CNS(=O)(=O)c1ccc(F)c(F)c1F
    -14	8	14	-6	-4	-18	-3	2	0
O=C(O)c1cc(-c2cccc([N+](=O)[O-])c2)n[nH]1
    -21	-7	-14	2	-3	-13	-6	5	2
CC1(C)CC(=O)c2sc(NC(=O)Cc3cccs3)nc2C1
    -9[20 µM]	-7	-8	1	-9	-15	-14	-2	-2
Cc1ccc2c(C(=O)CN3CCOCC3)c(C)[nH]c2c1
    -23[20 µM]	-4	19	0	-4	0	-10	-1	0
Cc1cccc2cc3c(N)c(C(=O)N4CCCc5ccccc54)sc3nc12
    -19	2	-65	-14	-7	89*	-39	6	4
CC(C)OC(=O)c1ccc(S(N)(=O)=O)o1
    -20	-13	5	2	18	8	-19	-5	2
O=S(=O)(Cc1ccccc1Cl)N1CCN(Cc2ccc3c(c2)OCO3)CC1
    -18[20 µM]	8	16	-3	1	4	0	1	-1
NC1=NC(=O)/C(=C/c2c(OS(=O)(=O)c3ccc(Cl)cc3)ccc3ccccc23)S1
    -11	-12	-25	2	16	-2	-6	3	-1
CN(C)Cc1c(O)ccc2c1O/C(=C\C=C\c1ccccc1)C2=O
    -1	-6	-16	-104	-25	-6	-29	-2	-179
Cc1ccc(S(=O)(=O)N(C)C)cc1NC(=S)N1CCN(Cc2ccc3c(c2)OCO3)CC1
    -24	-3	-13	3	-5	-1	-4	1	2
Cc1cc(C)nc(SCc2nnc(SCC(=O)Nc3nccs3)n2Cc2ccco2)n1
    -17	0	-35	10	28	-6	-12	0	12
COc1ccc(OCC(O)CN2CCN(c3ccc(Cl)cc3)CC2)cc1 (stereo not given)
    -23	-1	1	4	-6	-16	-11	0	1
COC(=O)c1c(NC(=O)COC(=O)c2ccc(O)cc2)sc2c1CCCCC2
    10	-5	-111	-4	6	18	-22	1	2
Cc1ccccc1OCCN1CCC(Cc2ccccc2)CC1
    -33	-4	16	0	6	-4	-3	1	-1
COc1ccccc1-n1c(COc2ccccc2-c2ccccc2)nnc1SCC(=O)c1c(N)n(C)c(=O)n(C)c1=O
    -18	-4	-7	-3	33	1	-16	2	-8
CC(=O)Nc1c(C(=O)N2CCN(c3ncccn3)CC2)cnn1-c1ccccc1Cl
    -14[20 µM]	-8	x	x	1	x	x	-4	x
N#Cc1ccc(Oc2cccc(C(=O)O)c2)cc1C#N
    -11	-2	4	-3	1	-7	-10	5	0
Cc1ccc(NC(=O)C(CC(C)C)NC(=O)C2CCC(C)CC2)nc1 (stereo not given)
    -25[20 µM]	-1	-5	-1	-4	-1	-5	0	1
CCC(C)Nc1nc2c(C)cccn2c(=O)c1C=Nc1ccc(OC)cc1 (stereo not given)
    -6	-1	9	-6	-5	4	-16	2	-6
c1cncc(-c2nnc3n2CCC3)c1
    -5	-8	8	5	-4	-4	1	-1	2
N#CCSc1nnc(COc2ccc3ccccc3c2)o1
    -11	-7	-20	2	42	-15	-7	3	-2
COc1ccc(-c2cc(C(=O)NCC3CCCO3)c3ccccc3n2)cc1 (stereo not given)
    -14	-9	i	1	-7	4	-5	-1	0
CC(OC(=O)c1cc(S(=O)(=O)N(C)c2ccccc2)ccc1Cl)C(=O)Nc1ccc2c(c1)OCCO2 (stereo not given)
    -16	-18	-1	0	24	-8	-10	3	0
CC(O)CNc1ccc([N+](=O)[O-])cc1S(=O)(=O)N1CCOCC1 (stereo not given)
    -14	-1	-6	0	-18	-18	-18	8	0
COCCNC(=O)c1onc(CSc2cc(C)cc(C)c2)c1C(=O)O
    -24[20 µM]	-11	-55	2	-4	-18	-6	-1	0
O=C(Cn1cc(C(=O)C2CC2)c2ccccc21)NC1CCCC1
    -14[20 µM]	-1	-12	0	6	12	-7	2	-2
CN(C)c1ccc(/C=N/NC(=O)c2ccco2)cc1
    -10	0	-2	-4	-49	-14	-6	-7	0
O=C1/C(=C/c2cccc(O)c2)SC(=S)N1CC1CCCO1 (stereo not given)
    -9	-8	2	-8	-14	-17	-11	7	4
CN(c1ccccc1)S(=O)(=O)c1ccc(C(=O)OCC(=O)NCc2cccs2)cc1
    -24	6	-11	2	-2	-14	4	2	2
CCc1nnc(NC(=O)CCC(=O)O)s1
    -1	-6	4	-6	-2	-20	-109	-1	4
Cc1sc2cc(-c3cccc([N+](=O)[O-])c3)c(-c3cccc([N+](=O)[O-])c3)c[n+]2c1C
    -10	0	2	-1	-37	-19	-21	5	-2
CC(=O)OCCNC(=O)c1cccnc1
    -30[20 µM]	-2	-14	2	-2	-12	-1	1	0
CC(C)NC(=O)C1CCN(C2CCN(C(=O)c3scc4c3CCCC4)CC2)CC1
    -19	7	-2	-4	-22	-2	-20	0	3
Cc1nnc(OCc2nc3ccccc3n2C)c2ccccc12
    -20[20 µM]	-3	-40	-1	-3	-2	-5	5	3
CCc1nnc(NC(=O)CSc2nnnn2-c2cccc(C(=O)OC)c2)s1
    -11	-5	-10	2	8	-21	-10	-5	0
CS(=O)(=O)Nc1ccc(C(=O)NCCC2=CCCCC2)cc1
    -1[20 µM]	7	-13	2	3	-17	-7	0	-2
CCCc1nn(C)c2c1C(c1ccncc1)C(C#N)=C(N)O2 (stereo not given)
    -22	-4	-41	-3	-4	-6	6	5	-1
CC(C)NC(=O)COc1ccccc1C#N
    -12	-2	-8	-1	-5	-2	7	1	-1

(cont.)
Values run as follows: Furin inh	RBBP9 inh	m-calpain inh	Runt-SMMHC FRET	TbHK1 inh	EBV gp42 inh	p47phox inh	p97 ATPase inh	Runt-CBFb FRET
Cc1nn(Cc2ccccc2Cl)c(C)c1NC(=O)c1ccn(C)n1
    -27	-1	0	-2	-2	-18	-7	3	-2
Cc1ccc(S(=O)(=O)NCc2csc(-c3cccs3)n2)cc1
    -19	-11	-18	1	-10	-16	1	3	-2
O=C(NC1CCCC1)c1ccc(S(=O)(=O)N2CCOCC2)cc1
    -23[20 µM]	1	-8	-1	-4	-24	-7	3	0
CC1Cc2ccccc2N1C(=O)COC(=O)c1cccnc1Cl (stereo not given)
    -10[20 µM]	-11	-3	2	-3	-18	-11	3	-1
Cc1cnc(C(=O)OCC(=O)Nc2ccc(C)c(S(=O)(=O)N3CCCCC3)c2)cn1
    -8	-2	-15	1	0	0	-10	3	2
C=COCCNC(=O)C(=O)NC(C)C
    -6[20 µM]	-12	-26	0	0	-11	-2	4	-1
COc1ccccc1-c1nnc(N)s1
    -27	-5	-93	2	-4	-9	4	4	0
CCOC(=O)CSc1nnc(-c2ccccc2)c(=O)[nH]1
    -12[20 µM]	8	28	-10	-10	-6	-1	2	1
COc1cc2c(cc1OC)C1(CCCC1)CNC2c1cccc([N+](=O)[O-])c1 (stereo not given)
    -14	-5	5	2	5	-6	-4	-4	-2
S=c1[nH]cnc2scc(-c3ccccc3)c12
    8	-10	27	10	23	-4	-22	-2	11
CCCCCCN1C=C/C(=C\C=C(C#N)C#N)c2ccccc21
    -12	-1	8	-6	-3	-33	128*	6	-4

Structural class, the compounds so far containing a CF3 group.
Values run as follows: Furin inh	RBBP9 inh	m-calpain inh	Runt-SMMHC FRET	TbHK1 inh	EBV gp42 inh	p47phox inh	p97 ATPase inh	Runt-CBFb FRET
CCCNC(=O)Cn1nc(C(F)(F)F)c2c1CCC2
    -24	2	-35	x	1	-12	-7	1	x
Cc1cc(C(=O)Cn2ncc(Cl)c(Cl)c2=O)c(C)n1CC(F)(F)F
    -12	-13	-8	-5	-3	-11	-13	-7	-1
